sPLA2-III inh: Blocks human group III sPLA2 activity; QFRET BODIPY PC-A2 liposome hydrolysis, fluorescence; inhibition, % at 12.2 µM; AID 743126; hit rate 0.56% among 370,000; Q9NZ20;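 active means inhibition above mean plus 3 SD of compounds lying within the high and low control bounds, cut at about 19% in these data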;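 further: 0% = median of test compound wells and 100% = no enzyme DMSO wells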
Target sequence (Q9NZ20 whole entry, looked up): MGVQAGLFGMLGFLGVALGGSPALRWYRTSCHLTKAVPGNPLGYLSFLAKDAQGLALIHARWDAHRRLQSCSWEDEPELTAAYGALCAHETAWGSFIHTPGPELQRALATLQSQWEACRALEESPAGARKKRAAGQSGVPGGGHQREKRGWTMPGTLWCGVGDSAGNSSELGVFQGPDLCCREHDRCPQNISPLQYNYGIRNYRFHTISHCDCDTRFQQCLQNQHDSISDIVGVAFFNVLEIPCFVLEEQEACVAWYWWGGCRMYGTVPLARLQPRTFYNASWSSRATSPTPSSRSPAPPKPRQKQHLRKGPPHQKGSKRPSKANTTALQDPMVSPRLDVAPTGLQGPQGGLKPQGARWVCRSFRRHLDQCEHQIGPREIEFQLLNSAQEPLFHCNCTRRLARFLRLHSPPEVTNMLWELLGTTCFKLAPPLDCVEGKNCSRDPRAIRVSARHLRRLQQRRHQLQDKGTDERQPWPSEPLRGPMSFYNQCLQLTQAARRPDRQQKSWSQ
DAX1 inh-1: inhibitors of human orphan nuclear receptor DAX1 (NR0B1); P51843; HEK293 Gal4-DAX1 luciferase reporter, luminescence; hit rate 0.99% among 340,000; AID 504766; inhibition, % at 6.75 µM;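 active means inhibition above the mean over all tested compounds plus 3 SD, cut at about 4.2% in these data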;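 further: 0% = DAX1-transfected cells with DMSO and 100% = empty-vector control cells with DMSO; inhibition shows as a rise in luminescence from relieved DAX1 repression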
DAX1 inh-2: DAX1 (NR0B1) inhibition, primary screen; hit rate 1.1% among 370,000; inhibition, % at 6.8 µM; AID 652010; HEK293T StAR-luciferase reporter, SF-1/DAX-1 repression relief;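 active means inhibition above the mean over all tested compounds plus 3 SD, cut at about 3.6% in these data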;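 further: 0% = DAX-1 cells with DMSO and 100% = cells lacking DAX-1 with DMSO; higher inhibition means more luminescence from relief of DAX-1 repression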
ADAM17 inh: inhibitors of human ADAM17; recombinant ADAM17, EDANS/DABCYL FRET peptide cleavage; inhibition, % at 6.95 µM; hit rate 0.83% among 370,000; AID 720648;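 active means inhibition above the mean of compounds lying between control limits plus 3 SD, set per campaign, cut at about 8.5% in these data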;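 further: 0% = DMSO-only wells as the low control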
PLCb3 inh: inhibitors of human phospholipase C beta3; AID 720704; Purified PLC-beta3, fluorogenic substrate, fluorescence; inhibition, % at 12.2 µM; hit rate 0.18% among 370,000; in the data active means inhibition above about 11%;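 further: 0% = median of compound wells on plate and 100% = full blocker control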
ADAM10 inh: inhibitors of human ADAM10. inhibition, % at 7 µM. hit rate 0.62% among 370,000. O14672. AID 720582. recombinant ADAM10, EDANS/DABCYL FRET peptide cleavage, 3 h;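 active means inhibition above a per-campaign cutoff equal to the mean of compounds falling between control-based bounds plus 3 SD, cut at about 20% in these data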;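 further: 0% = DMSO wells while the 100% control is not disclosed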
Target sequence (O14672 214-748 limits assumed): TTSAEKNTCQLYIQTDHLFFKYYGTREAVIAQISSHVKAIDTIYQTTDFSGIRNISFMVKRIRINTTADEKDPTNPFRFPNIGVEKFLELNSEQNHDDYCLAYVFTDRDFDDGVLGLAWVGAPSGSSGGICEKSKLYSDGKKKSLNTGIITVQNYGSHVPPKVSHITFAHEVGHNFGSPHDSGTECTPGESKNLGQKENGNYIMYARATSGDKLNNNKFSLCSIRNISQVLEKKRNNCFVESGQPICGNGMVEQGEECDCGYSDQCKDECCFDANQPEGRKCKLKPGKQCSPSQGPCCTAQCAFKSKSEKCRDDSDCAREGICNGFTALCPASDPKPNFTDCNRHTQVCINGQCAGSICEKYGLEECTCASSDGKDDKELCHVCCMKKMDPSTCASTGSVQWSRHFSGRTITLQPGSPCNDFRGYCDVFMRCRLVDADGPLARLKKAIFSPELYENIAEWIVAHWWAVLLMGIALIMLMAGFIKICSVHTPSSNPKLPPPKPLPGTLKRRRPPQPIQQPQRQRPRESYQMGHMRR
PLC-gamma1 inh: blocks human PLC-gamma1 enzyme activity. P19174. purified PLC-gamma1, fluorogenic substrate, fluorescence. inhibition, % at 12.2 µM. hit rate 0.84% among 370,000; in the data active means inhibition above about 9.5%
ssDAF12 agonist: activates DAF-12 receptor from parasite S. stercoralis; hit rate 1% among 370,000; activation, % at 6.8 µM; HEK293 ssDAF-12/GRIP1 lit1-tk-luc reporter, luminescence; % of 3 µM dafachronic acid response;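 active means activation above the mean over all tested compounds plus 3 SD, cut at about 0.9% in these data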;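 further: 0% = DMSO-only wells and 100% = 3 µM delta7-dafachronic acid wells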
FXN GAA850 act: frataxin GAA850 promoter activation; activation, % at 6 µM; hit rate 0.56% among 360,000; HEK293 lucGAA850 FXN promoter luciferase reporter, 24 h; percent of 10 µM SAHA response; AID 540364;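 active means activation above the average of all compounds screened plus 3 SD, cutoff fixed separately per campaign, cut at about 7.5% in these data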;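 further: 0% = DMSO wells and 100% = 10 µM SAHA wells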
hcDAF-12 act: activators of H. contortus DAF-12 nuclear receptor | HEK293 hcDAF-12 lit1-tk-luc reporter, luminescence; 0% DMSO, 100% Δ7-dafachronic acid | activation, % at 6.8 µM | hit rate 1.4% among 370,000 | AID 652067;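 active means activation above the mean of all tested compounds plus 3 SD, cut at about 5.5% in these data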;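 further: 100% = response to 3 µM Δ7-dafachronic acid high control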
hgDAF12 agonist: hgDAF-12 agonism, primary luciferase screen. activation, % at 6.8 µM. hit rate 1.8% among 370,000. HEK293 GAL4-hgDAF12 UAS-luciferase reporter, agonist luminescence; normalized to butyrate control. AID 687014;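 active means activation above a cutoff set at the mean of all screened compounds plus 3 SD, cut at about 10% in these data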;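 further: 0% = DMSO wells and 100% = sodium butyrate wells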
* marks the source's active call; other numbers are inactive results; i = inactive; . = not tested or not shown.

Structure	sPLA2-III inh	DAX1 inh-1	DAX1 inh-2	ADAM17 inh	PLCb3 inh	ADAM10 inh	PLC-gamma1 inh	ssDAF12 agonist	FXN GAA850 act	hcDAF-12 act	hgDAF12 agonist
O=C(O)c1occc1CSc1ccccc1	-4	0.5	0.1	-4	-9	2	1	-0.3	2.7	-2.3	3.2
CC(C)CC(=O)NN(C)c1nc(-c2ccccc2)nnc1C(F)(F)F	-2	-0.9	-0.1	-5	2	2	2	-1.2	-0.9	1.0	-2.4
O=C(COC(=O)c1cccnc1Cl)Nc1cc(S(=O)(=O)N2CCCCCC2)ccc1Cl	2	-1.1	-1.3	-3	-7	-10	1	-0.3	0.8	0.5	2.9
COc1ccc(Oc2ncccc2NC(=O)c2cccc(C)c2C)cc1	-5	0.8	0.2	2	-2	3	1	-0.9	2.2	-2.9	-2.5
O=C(Nc1nnc(Cc2c[nH]c3ccccc23)s1)c1ccc(Cl)cc1Cl	-59	-1.3	-0.3	-3	-31	11	-16	0.6	2.7	4.3	-0.9
N#CCCN(Cc1cccnc1)S(=O)(=O)c1ccc(S(=O)(=O)NC2CCCCC2)cc1	-1	-0.7	0.2	-4	-3	3	4	-0.8	2.5	0.6	-3.1
CCCN(C(=O)c1ccccc1Cc1ccccc1)C1CCS(=O)(=O)C1 (stereo unspecified)	4	2.8	1.1	0	-7	-7	-4	-1.2	-2.7	1.7	2.7
COc1ccc(S(=O)(=O)N2CCC(C(=O)N[C@@H](C)C(=O)NCc3ccccc3OC)CC2)cc1	-1	1.0	0.6	-2	-5	0	0	-0.9	0.7	-2.1	-0.9
COc1ccc(CCNc2nc(-c3cccc(NC(C)=O)c3)cs2)cc1OC	-7	-3.2	-0.8	1	-14	12	-11	-1.1	0.7	-2.6	-3.4
COc1cc(CN(C)Cc2ccccc2)cc(OC)c1O	-1	0.5	-0.6	-5	-3	3	-2	-0.3	-2.8	0.4	0.7
C[C@H](CO)N1C[C@H](C)[C@@H](CN(C)C(=O)NC2CCCCC2)Oc2c(NC(=O)Cc3ccccc3)cccc2C1=O	5	0.8	-0.2	-4	0	-4	0	-1.5	-1.6	0.3	0.2
CC(=O)Oc1ccc(C(=O)NC(C)CCc2ccccc2)cc1 (stereo unspecified)	-11	-0.2	-0.1	-2	-5	2	0	-0.9	0.4	-2.6	2.1
O=C(NCc1cccnc1)c1ccc(CS(=O)(=O)c2ccc(Cl)cc2)o1	3	1.2	-0.9	-5	-2	-9	0	-0.9	-0.3	-1.4	1.8
Cc1ccc(C(=O)CSc2nnc(CNc3ccc(F)cc3)o2)cc1	-31	2.3	0.3	0	0	0	-1	-1.0	-1.2	-1.0	-0.7
CCOc1cc(Br)ccc1S(=O)(=O)N1CC(C)OC(C)C1 (stereo unspecified)	-3	-1.3	-1.3	-2	6	4	-1	-1.3	-1.5	-1.2	-1.2
O=C(NCC(=O)N1CCC2(CC1)NCCc1[nH]cnc12)c1ccc(F)cc1	3	1.3	-0.3	-3	-3	-12	0	-1.0	0.8	-0.6	1.5
CS(=O)(=O)c1nc(S(=O)(=O)c2ccc(Cl)cc2)c(NCCCN2CCCC2=O)s1	-1	0.0	-0.5	3	-3	-2	1	-0.4	0.8	-2.5	-1.2
Cc1cc(NC(=O)CSc2nnc(CNC(=O)c3cccc(C(F)(F)F)c3)o2)no1	-25	1.2	0.6	-1	-3	5	-2	-1.0	-1.3	1.0	-1.8
COc1cccc(CN(C)C(=O)c2cccc(OC3CCN(C4CCCC4)CC3)c2)c1	3	0.8	3.6	-2	-3	-6	1	-1.6	0.1	-0.4	-0.5
CCOC(=O)N[C@H](C(=O)N1CCC[C@H]1C(=O)NCc1ccccc1)C(C)C	-7	.	1.0	-1	4	2	2	-0.8	.	-1.8	3.8
CCN1C(=O)[C@H]2[C@@H](c3ccc(OC)cc3)N3C(=O)CN(Cc4ccccc4)C(=O)[C@@]3(Cc3ccccc3)[C@H]2C1=O	-2	-0.1	0.0	6	-1	-1	7	-1.3	-2.7	-0.9	-2.4
COc1ccc(OCC(=O)N/N=C(\C)c2ccc(OC)cc2)cc1	7	-1.0	0.7	-4	-12	6	-1	-1.7	2.3	-0.5	1.1
Cc1cc(C(F)F)n2nc(C(=O)Nc3cc(C)on3)nc2n1	6	-0.6	-0.4	4	6	-6	4	-0.8	0.6	2.7	-2.1
C/C(=N\OC(=O)c1ccc(C)cc1)c1sc(C)nc1C	3	0.3	-0.5	5	9	2	8	-0.2	3.5	0.2	0.9
COC(=O)N(C)C[C@H]1OCc2cnnn2CCCC(=O)N([C@@H](C)CO)C[C@H]1C	6	-0.6	1.6	-6	-2	-13	1	-0.5	-1.2	0.0	1.8
C/C(=N/NC(=O)c1ccc(-c2ccccc2)cc1)c1cccc(O)c1	2	-0.5	1.6	-4	-22	4	-10	-0.7	0.9	1.0	1.4
C[C@H]1CN([C@@H](C)CO)S(=O)(=O)c2ccc(/C=C/c3ccccc3)cc2O[C@H]1CN(C)C(=O)NC1CCCCC1	-22	-1.8	-2.1	-2	-3	-11	-1	-1.4	-1.2	-1.6	1.6
OCc1nc2ccc(Cl)cc2[nH]1	-6	-0.9	-0.8	-2	-2	-3	1	-0.5	-0.3	-1.0	4.2
C/C(=N\NC(=O)C1CC1)c1ccc(NC(=O)c2ccc(Br)o2)cc1	2	.	2.0	-3	0	-3	-2	-1.0	.	2.7	8.3
CCCn1c2ccccc2c2cnn(CC(=O)OC)c(=O)c21	0	0.1	-0.7	-24	-14	-53	-7	-1.2	0.3	-1.7	-0.6
C=C1C(=O)OC2CC1C(O)CC(C)=CCCC(C)=CC(O)CC2C (stereo unspecified)	-12	-4.8	-4.9	1	5	1	4	-2.2	-3.6	-4.0	-14
Cc1cccc(C(=O)Nc2cccc(S(=O)(=O)NCc3ccco3)c2)c1	-19	-0.6	-2.5	-3	-6	-2	-3	-1.6	-2.7	-1.7	-3.3
CC(OC(=O)C1CSC2(C)CCC(=O)N12)C(=O)Nc1cccc(C#N)c1 (stereo unspecified)	5	2.1	-0.1	-2	-6	0	5	-1.3	0.2	-0.2	-2.0
C=CCn1c(SCc2c(C)noc2C)nc2ccccc2c1=O	-3	-0.7	-0.9	-2	-1	-6	1	-0.9	1.5	-0.2	-2.5
CCc1ccc(-c2nc(CN3CCCC(C(=O)O)C3)c(C)o2)cc1 (stereo unspecified)	-7	0.5	-1.3	0	4	-2	2	-0.6	0.9	-0.6	-1.1
Cc1cc(Nc2ccc(Cl)cc2)n(-c2cccc(Cl)c2)n1	2	0.1	-1.7	9.8*	2	24*	12*	-0.7	2.6	-1.3	-2.5
CC(C)(C)c1ccc(OCCCNCc2ccccc2)cc1	6	-0.9	-0.3	-2	0	-2	2	-1.9	4.3	-1.8	1.7
c1ccc2c(c1)nnn2-c1ncnc2sc3c(c12)CCCC3	6	0.7	0.1	-34	-92	-129	-66	-1.4	1.9	-0.7	-1.6
C=CCOC(=O)/C(=C\c1ccccc1)NC(=O)c1ccc(C)cc1	0	0.5	0.4	-1	0	-8	-4	-0.2	4.3	4.1	10.0
CC(C)(C)NC(=O)NC(=O)CSc1ncn[nH]1	-1	1.0	0.3	2	-2	0	1	-1.2	1.6	0.7	-2.5
COc1ccc(CNC(=O)c2ccc(C)o2)cc1	6	-0.5	-0.4	-1	-4	0	3	-0.6	-2.4	1.3	-0.8
Cc1cc(C(C)c2ccccc2)c(O)c(CN2CCOCC2)c1C (stereo unspecified)	0	0.7	0.1	1	0	7	-3	-0.5	-0.1	-2.2	-2.0
Cc1cc(C)nc(SCC(=O)n2c3c(c4ccccc42)CCCC3)n1	2	-0.7	-0.6	-5	-3	-6	0	-1.5	0.3	-2.6	-3.1
CC(C)(C)NC(=O)COC(=O)c1cc(S(=O)(=O)N2CCCCC2)ccc1N1CCOCC1	5	0.6	-0.2	1	3	0	0	-1.1	1.6	-1.5	0.2
CN1C(c2ccccc2)CC(=NO)CC1c1ccccc1 (stereo unspecified)	-2	0.6	0.7	0	-4	15	0	-1.2	0.4	-2.3	-0.4
Cn1cccc1C(=O)NCC(c1ccco1)N1CCCCC1 (stereo unspecified)	2	-0.3	2.2	-4	-5	-1	-4	-1.6	2.5	-0.2	0.3
CC(C)NC(=O)CC1OC(=O)c2ccccc21 (stereo unspecified)	7	-0.4	-0.2	-3	-1	-9	1	-0.9	0.3	0.8	1.3
CC1(C)Oc2cc3oc(=O)ccc3cc2C[C@@H]1O	16	0.2	0.4	-340	-112	i	-87	-1.2	0.5	-0.2	2.5
COc1ccc(S(=O)(=O)N(C)C[C@H]2Oc3c(NC(=O)NC4CCCCC4)cccc3C(=O)N([C@H](C)CO)C[C@@H]2C)cc1	-24	-0.2	0.1	4	2	8	2	-1.3	-2.4	-0.9	-3.2
Cc1ccc2cc(C#N)c(N3CCCN(C(=S)NCCCN(C)C)CC3)nc2c1	-1	0.7	-0.2	-51	-76	-114	-52	-1.1	2.3	-1.9	3.3

Next part
Structure	sPLA2-III inh	DAX1 inh-1	DAX1 inh-2	ADAM17 inh	PLCb3 inh	ADAM10 inh	PLC-gamma1 inh	ssDAF12 agonist	FXN GAA850 act	hcDAF-12 act	hgDAF12 agonist
CCOC(=O)Cc1csc(NC(=O)c2sc3nc4ccc(C)cc4cc3c2N)n1	-3	0.3	0.2	-5	-227	-16	-162	-1.1	2.1	0.3	3.7
O=C(CN1C(=O)NC(c2ccccc2)(c2ccccc2)C1=O)N1CCCCC1	-2	-0.2	1.8	-1	0	-4	-1	-1.2	0.1	-1.5	0.1
C=CCNc1oc(/C=C/c2ccccc2)nc1C#N	-5	3.0	3.9*	i	i	i	i	0.9*	5.4	4.5	9.0
CC(=O)NC12CC3CC(C1)CC(C(=O)N1CCN(S(=O)(=O)c4ccc(C(C)C)cc4)CC1)(C3)C2	8	-1.0	-0.4	-3	-3	-3	1	-0.7	1.9	0.7	-1.1
O=C(Cn1nc(-c2cccc(Cl)c2)ccc1=O)Nc1ccccc1Br	1	0.7	0.0	-6	-5	0	0	-1.3	0.9	-0.4	0.1
COC(=O)CSc1nc2nc(C)cc(C)n2n1	5	0.5	0.5	2	1	-9	1	-1.4	0.4	0.1	0.0
Cc1onc(-c2c(F)cccc2Cl)c1C(=O)N1C=CC(C(F)(F)F)=NCC1	6	1.4	1.2	-3	1	8	-2	-1.7	-1.7	-1.2	-1.3
CCc1nn(C(CC)C(=O)NCCc2ccc(OC)cc2OC)c(=O)c2cc3occc3n12 (stereo unspecified)	-4	0.4	-0.6	-4	-14	-8	-2	-1.1	10*	-1.1	0.5

Bioassay records deposited in PubChem BioAssay by The Scripps Research Institute Molecular Screening Center.
